# Peg3 promoter = Peg3 promoter-driven luciferase inhibitors, primary screen, cell-based, HeLa, luciferase luminescence. HeLa PEG-Prom luciferase reporter, overnight. inhibition, % at 20 µM. actives 1.7% (n = 360,000);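 active = inhibition of at least 50% at 20 µM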
# CF NFkB block = inhibitors of PAF-induced NF-kB signaling, primary screen, cell-based, GFP fluorescence, uHTS; inhibition, % at 5 µM; KKLEB NF-kB-GFP reporter, GFP fluorescence overnight; actives 0.86% (n = 360,000);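 active = at least 50% inhibition at 5 µM, scaled per plate between neutral and stimulator controls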;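 also: PAF is a Pseudomonas aeruginosa culture filtrate used as stimulus; plate controls were PAF-stimulated DMSO wells for no effect and unstimulated DMSO wells for full effect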
# NR2E3 ag-1 = inhibitors of NR2E3-RetCOR corepressor binding, primary screen, NR2E3 agonist project, biochemical, TR-FRET, GST-NR2E3, biotin-RetCOR | actives 0.12% (n = 320,000) | AID 2300, 2010 | 1536-well | inhibition of corepressor binding, % at 4.78 µM | Photoreceptor-specific nuclear receptor (Homo sapiens), Q9Y5X4;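 active = percent inhibition above the cutoff of mean plus 3 SD of all tested compounds, set per screening campaign, cut at about 20% in these data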;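 also: 0% = DMSO wells and 100% = biotin wells as full block of FRET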
# Target sequence (Q9Y5X4 whole entry, looked up): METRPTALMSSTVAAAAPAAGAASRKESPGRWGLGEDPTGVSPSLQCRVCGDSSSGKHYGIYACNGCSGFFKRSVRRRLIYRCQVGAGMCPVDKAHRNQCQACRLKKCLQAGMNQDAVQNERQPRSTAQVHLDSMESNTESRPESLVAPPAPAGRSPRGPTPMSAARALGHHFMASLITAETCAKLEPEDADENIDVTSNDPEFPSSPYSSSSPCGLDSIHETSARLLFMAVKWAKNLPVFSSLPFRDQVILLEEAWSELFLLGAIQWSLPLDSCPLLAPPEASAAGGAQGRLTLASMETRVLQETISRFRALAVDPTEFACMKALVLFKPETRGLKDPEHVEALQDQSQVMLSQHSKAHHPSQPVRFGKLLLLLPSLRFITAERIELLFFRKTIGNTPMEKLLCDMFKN
#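 Test system: GST-NR2E3 and biotin-RetCOR proteins | Quantity: 1.35 nM GST-tagged NR2E3 final | Medium: Tris pH 7.5 | Also added: 7 nM biotin-RetCOR | Dosing: Compound at 4.8 µM, single dose | Timing: 5 h at 4 °C | Detection: Time-resolved FRET | Read-out basis: Percent inhibition | Benchmarks: Biotin wells as high control, 0.6% DMSO wells as low control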
# iPSC survival up = enhancers of single-cell hiPSC survival, primary screen, ATPlite luminescence; 100% = ROCK inhibitor wells, 0% = DMSO; survival enhancement, % at 20 µM; actives 0.044% (n = 360,000); AID 602274, 2012; in the data active = survival enhancement above about 18%;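 also: cells exposed to compounds for 16 hours before the ATP read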
# aDG glyco act = activators of alpha-DG glycosylation, primary screen, uHTS, Pro5-aDG cells, AlphaScreen. alpha-DG glycosylation AlphaScreen (IIH6); 0% Pro5, 100% B10-LARGE cell signal. activation, % at 10 µM. actives 0.22% (n = 360,000);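 active = activation of at least 8% versus controls, or a plate z-score of at least 8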;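 also: Pro5 are CHO cells carrying HIG-tagged alpha-DG that lacks glycosylation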
# KKLEB tox = cytotoxicity in KKLEB CF airway cells, primary screen, cytotoxicity control for CF NF-kB inhibitor project, cell-based, uHTS, fluorescence assay plates. KKLEB CF airway cells viability, ATPlite luminescence, overnight; hits give low values; cells stimulated with P. aeruginosa culture filtrate. actives 0.36% (n = 360,000). activity change (cytotoxicity), % at 5 µM. AID 602141, 2011;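 active = corrected activity change at or below -50% at 5 µM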
# NR2E3 ag-2 = NR2E3 agonists in two-hybrid cells, primary screen, cell-based, luminescence, CHO-S, Gal4-NCOR/VP16-NR2E3; Photoreceptor-specific nuclear receptor (Homo sapiens), Q9Y5X4; luciferase; inhibition of corepressor binding, % at 3.98 µM; actives 0.35% (n = 360,000); AID 602229, 2012;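 active = inhibition above the mean of all tested compounds plus 3 SD, cut at about 70% in these data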;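 also: 0% = DMSO with NR2E3 transfected cells and 100% = cells lacking NR2E3 construct; higher means lower luciferase signal from less NR2E3 corepressor binding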
# HIF-2a block = HIF-2a reporter inhibitors, primary screen, luminescence, 786-0 RCC cells. actives 0.72% (n = 360,000). inhibition, % at 18.8 µM. AID 624352, 2012. 786-0 RCC cells HIF-2a reporter, luciferase luminescence, overnight;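 active = inhibition of the luminescence signal of 40% or more relative to plate controls, in a single-dose primary screen at 18.75 µM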
# TRPM1 prom inh = inhibitors of MITF-dependent TRPM1 promoter reporter, primary screen, cell-based, SK-MEL-5, single point, luciferase | inhibition, % at 12.5 µM | SK-MEL-5 TRPM1 promoter luciferase, 24 h | actives 0.83% (n = 330,000) | AID 488899, 2010;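 active = mean inhibition across replicates of 60% or more, whatever share of single replicates reaches that level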; also: values of inactives mirror those of a sister screen read the other way
# Shn3 inh set2 = reduction of Shn3 3'UTR firefly luciferase signal, primary screen, Schnurri-3 inhibitor project, cell-based, Clone20 osteoblasts, set 2 | actives 0.52% (n = 360,000) | inhibition, % at 12.5 µM | AID 588674, 2011 | Clone20 osteoblast Shn3 3'UTR firefly luciferase, 24 h;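 active = mean inhibition of at least 75% with every replicate also reaching 75%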;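 also: 0% = median of neutral control wells and 100% = pilot-screen positive control compound; some compounds past the cut are filed as inactive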
# TWEAK Fn14 block = inhibitors of TWEAK-Fn14 signaling, primary screen, luciferase reporter cells, uHTS; TWEAK-stimulated Fn14 reporter cells, luciferase luminescence, 8 h; inhibition, % at 10 µM; actives 2% (n = 360,000); AID 1159606, 2016; in the data active = inhibition above about 50%
# * = called active by the depositor; nt = no result given.
SMILES,Peg3 promoter,CF NFkB block,NR2E3 ag-1,iPSC survival up,aDG glyco act,KKLEB tox,NR2E3 ag-2,HIF-2a block,TRPM1 prom inh,Shn3 inh set2,TWEAK Fn14 block
O=C(Nc1ccc(F)c(Cl)c1)Nc1cnccn1,-44,28,1,0.8,0.0,6,-12,-15,-4,-2,-7
CCC(C)N(C(=O)CSc1nc(C)nc2ccccc12)C1CCS(=O)(=O)C1 (centres undefined),3,15,-2,-0.4,0.3,3,18,17,29,-26,7
COc1cccc(CNC(=O)C2CCC(=O)N(CCc3cccc(F)c3)C2)c1 (centres undefined),-4,5,1,-0.3,0.1,2,-6,-5,2,2,-1
O=C(CN1CCN(S(=O)(=O)c2ccc(Br)cc2)CC1)Nc1ccc2c(c1)OCCO2,6,10,0,-1.5,-0.3,1,-5,4,-4,10,-25
Cc1ccc(-n2nc3ccc(NC(=O)c4ccco4)cc3n2)cc1,-256,-6,1,-1.3,0.2,21,-68,-188,-36,-10,1
Cc1c(NC(=O)Nc2ccccc2Cl)sc(=S)n1C,-17,18,-2,-0.4,0.0,-24,-8,-14,-10,12,1
COc1ccccc1CN(C)C(=O)c1cc(-c2cccs2)nc2ccccc12,69*,-10,0,-0.4,-0.4,-4,-4,9,6,11,74*
CC(C)c1ccc(/C=C/C(=O)NCCCN2CCOCC2)cc1,-37,-19,1,-0.1,0.1,1,-16,-13,-3,-6,0
COc1ccc(-n2c(=O)c3c(C)c(C)sc3n(Cc3cccc(F)c3)c2=O)c(OC)c1,30,10,1,-0.4,0.1,-4,-14,21,-3,14,11
COCCN1C(=O)CCC1(C)C(=O)NC(C)(C)C (centres undefined),-33,-5,nt,0.3,0.0,-4,-9,8,nt,-22,10
CC1(C)Cc2c(sc(/N=C/N3CCOCC3)c2C#N)C(C)(C)N1,7,8,1,-3.4,-0.4,-8,-4,8,3,0,-12
CCC(Cc1ccccc1)NC(=O)Cn1ncc2ccsc2c1=O (centres undefined),3,10,2,-1.6,-0.1,3,6,3,2,23,-12
CCOc1cc(N2CCOCC2)c(OCC)cc1NC(=O)c1cnccn1,5,14,nt,0.5,0.3,-18,-12,12,nt,-5,-16
Cc1ccc(C)c(NC(=O)CSc2nc3c(oc4ccccc43)c(=O)n2-c2ccccc2)c1,1,8,1,-2.0,0.4,4,-19,18,6,2,25
COc1ccccc1NS(=O)(=O)c1ccc(C)c(NC(=O)NCCCl)c1,-9,-1,-2,-0.4,0.1,8,-6,11,-10,-3,7
CCOC(=O)Cc1csc(NC(=O)CSc2nnc3ccccn23)n1,16,7,2,1.6,-0.2,3,11,10,1,-6,-6
COc1ccc(CNC(=O)CN2CCC(NC(=O)c3cccc(OC)c3)CC2)cc1,1,17,nt,-0.2,0.1,16,21,5,4,15,-18
COc1cccc2c1-c1c(C(=O)O)cccc1C2=O,0,14,-4,-0.5,0.0,-2,-23,8,-10,-9,15
CC(C)CC1C(=O)N(Cc2cn(Cc3ccco3)nn2)CCS(=O)(=O)N1Cc1ccc(-c2ccc(Cl)cc2)cc1 (centres undefined),42,65*,nt,0.1,-0.1,-23,-10,-5,nt,13,6
O=C(CSc1n[nH]c(-c2ccccc2F)n1)NCC(=O)Nc1ccc(F)c(F)c1F,1,0,4,-0.2,-0.1,2,-1,13,4,9,17

# In the list so far, these contain two or more sulfur atoms:
SMILES,Peg3 promoter,CF NFkB block,NR2E3 ag-1,iPSC survival up,aDG glyco act,KKLEB tox,NR2E3 ag-2,HIF-2a block,TRPM1 prom inh,Shn3 inh set2,TWEAK Fn14 block
CCC(C)N(C(=O)CSc1nc(C)nc2ccccc12)C1CCS(=O)(=O)C1 (centres undefined),3,15,-2,-0.4,0.3,3,18,17,29,-26,7
Cc1c(NC(=O)Nc2ccccc2Cl)sc(=S)n1C,-17,18,-2,-0.4,0.0,-24,-8,-14,-10,12,1
CCOC(=O)Cc1csc(NC(=O)CSc2nnc3ccccn23)n1,16,7,2,1.6,-0.2,3,11,10,1,-6,-6

# Further entries
SMILES,Peg3 promoter,CF NFkB block,NR2E3 ag-1,iPSC survival up,aDG glyco act,KKLEB tox,NR2E3 ag-2,HIF-2a block,TRPM1 prom inh,Shn3 inh set2,TWEAK Fn14 block
COc1ccccc1CNC(=S)NC1CCCC1,-38,-12,-6,0.3,-0.3,8,17,4,-4,5,-2
CN(C)CCCNC(=O)CC1C[C@H](C(=O)N2CCCCC2)[C@@]2(CCc3ccccc3)c3[nH]c4ccccc4c3CCN2C1=O (some centres undefined),93*,10,nt,-4.7,-0.3,4,-28,-13,60,-14,-10
COc1ccccc1NC(=O)Nc1cccc(C(=O)O)c1,-3,12,1,-0.9,-0.1,-2,-23,17,-2,-10,-24
O=C(/C=C/c1ccccc1)Nc1cccc(C(=O)N2CCCCC2)c1,-160,3,nt,-0.2,0.0,-11,-39,-149,-12,-10,22
Cc1ccc(-n2c(SCC(=O)N/N=C/c3c(C)nn(-c4ccccc4)c3C)nc3ccccc3c2=O)cc1,39,24,2,-0.4,-0.1,-4,-12,1,-11,9,-7
O=C(CN(Cc1ccc(F)cc1)C(=O)CNS(=O)(=O)c1ccccc1)NCc1ccco1,19,-13,3,-0.3,-0.1,-1,-11,3,0,-4,13
CCCn1ncc([C@@H]2C[C@H]3CN(Cc4cccc(Cl)c4)C(=O)[C@]34CCCN24)c1C,7,15,5,-2.4,-0.1,-19,-13,8,-2,10,-21
O=C(c1ccco1)N1CCN(C(c2ccccc2Cl)c2nnnn2CC2CCCO2)CC1 (centres undefined),8,12,1,7.4,0.1,-5,-18,10,7,13,20
COc1cc(/C=N/NC(=O)COc2ccc(Cl)cc2)ccc1OS(=O)(=O)c1ccc(C)cc1,10,-8,-1,3.8,1.5,4,1,2,-5,4,-14
Cn1nc(-c2ccccc2)c2cc(C(=O)O)sc21,8,5,1,-1.8,-0.1,8,8,15,12,9,21
COc1ccc2c(c1)C(=O)N(Cc1ccccc1)C(=O)C2(C)C,17,5,-1,4.4,0.0,-18,-21,0,12,14,-17
CC(=O)Nc1ccc(C(=O)OCC(=O)/C(C#N)=C(\C)N)cc1,-24,-6,0,2.6,0.0,6,7,-3,-10,-3,-2
O=C(NNC(=O)c1ccc(S(=O)(=O)N2CCOCC2)cc1)c1ccccc1,-5,-6,3,-0.6,0.0,0,3,7,6,7,-4
COc1cc(C(=O)OC2CCOC2=O)c([N+](=O)[O-])cc1OC (centres undefined),7,2,2,2.4,0.0,5,-18,7,8,0,-3
CC(C)CCNC(=O)C(=O)Nc1ccc2c(c1)N(S(=O)(=O)c1cccs1)CCC2,-26,35,3,-0.4,-0.1,-23,-26,-29,11,18,-3
O=C(O)c1ccc(CS(=O)(=O)c2cccc(C(F)(F)F)c2)o1,-9,5,-1,1.1,0.0,-18,-22,-37,13,-23,-8
COCCNC(=O)C1(C)CCCN(Cc2cc3ccccc3o2)C1 (centres undefined),4,4,nt,1.7,0.2,-11,16,15,nt,-6,-5
O=C1c2ccccc2C(=O)N1CCc1nc2ccccc2c(=O)n1-c1ccccn1,4,0,0,1.8,0.1,-4,-6,11,8,-3,-2
CCN1C(=O)c2cccc3c(S(=O)(=O)NCc4cccnc4)ccc1c23,6,10,2,3.6,-0.1,-21,-9,12,-6,8,1
CC(C)c1ccc(NC2CCCN(C(=O)c3ccc(N4CCOCC4)cc3)C2)cc1 (centres undefined),22,6,3,0.2,0.5,1,-11,15,8,22,-4
CCC(=O)c1cn(CC(=O)Nc2c(C)cccc2C)c2ccccc12,-2,4,-1,-0.4,0.0,-16,-9,22,9,1,1
CCCCCN1CC(O)=C(c2nc3ccccc3[nH]2)C1=N,-112,2,1,-0.7,0.1,-1,-20,-138,-48,-53,-22
O=c1c2ccccc2nc2ccc(NCc3ccco3)nn12,-197,-8,1,-1.2,0.6,-2,-38,-24,-41,-10,19
CC(Sc1nnnn1C1CCCCC1)C(=O)O (centres undefined),-8,-6,0,-0.4,0.0,18,-12,10,2,16,2
Cc1cc(C(=O)N(C)CC(=O)Nc2ccc(F)c(F)c2F)no1,19,-12,-1,-0.3,-0.1,6,0,14,7,1,-4
Cc1cc(C)cc(C(=O)N2CCCCC2)c1,-1,0,nt,1.1,0.0,6,-25,14,2,9,-9
Cn1c(-n2c(-c3ccco3)nc3ccccc3c2=O)nc2ccccc21,-173,-17,1,-2.4,-0.2,-19,-53,-144,-21,-39,2
CSc1nnc(COc2ccc(C)cc2)n1N,0,1,1,3.0,0.0,-10,-8,-2,6,-3,-2
O=C(CCc1ccccc1)NNC(=O)CCc1ccccc1,4,-3,-1,1.5,0.0,3,-23,21,4,-14,-5
CC(C)(C)Cc1cc(N)on1,11,-13,0,-0.4,0.2,-6,20,14,-3,-18,37
Cc1ccc(C2(c3ccccc3)NC(=O)N(CC(=O)NC3CCS(=O)(=O)C3)C2=O)cc1C (centres undefined),-1,12,0,-0.5,0.0,-7,-8,-5,-3,-24,5
Cc1ccccc1C(=O)Nc1ccnc(-c2ccncc2)n1,14,-18,-2,0.9,-0.3,5,-12,12,9,8,11
CSc1nc(-c2ccc(Cl)cc2Cl)[nH]c(=O)c1C#N,-5,-5,9,-0.1,-0.1,-19,7,18,6,-11,12
Cc1cc(NC(=O)CSc2nc3ccccc3n2CC(=O)N2CCC(C)CC2)no1,2,5,1,-1.6,0.3,-5,2,15,-8,-5,15
Cc1ccc[n+](CC(=O)c2ccc(-c3ccccc3)cc2)c1,5,-3,2,0.1,-0.4,5,1,10,-2,10,-6
CCN(CC)S(=O)(=O)c1ccc(NC(=O)c2cc(C(=O)OC)cc([N+](=O)[O-])c2)cc1,11,-2,3,0.3,0.1,-14,3,9,20,79,18
O=[N+]([O-])c1ccc(N2CCOCC2)nc1,-5,-10,0,-0.4,-0.3,6,-20,6,-2,1,-10
COCOc1ccc(C=O)c(OCOC)c1,4,20,-2,-0.1,1.6,-3,0,4,-3,-10,27
CCCCn1nnnc1SCC(=O)NCc1ccco1,21,7,-1,3.0,-0.3,4,-14,11,2,-1,3
CCOC(=O)C1=C(C)N=C2SCCC(=O)N2C1c1sccc1C (centres undefined),14,-4,1,-3.2,0.2,4,12,2,6,4,-18
